Screens from PubChem BioAssay.
OX1R antag-1 = human HCRTR1 antagonism; 330,000 compounds, 0.43% hits; inhibition, % at 5 µM; O43613; AID 434989; CHO/OX1R cells, Fluo-8 calcium fluorescence, orexin A;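 active = inhibition above its plate's threshold, mean inhibition of all tested compounds on the plate plus 3 SD, cut at about 37% in these data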;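 note: 0% = orexin A challenge wells and 100% = SB-334867-A antagonist wells; not every result past the cut was called active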
Target sequence (O43613 whole entry, looked up): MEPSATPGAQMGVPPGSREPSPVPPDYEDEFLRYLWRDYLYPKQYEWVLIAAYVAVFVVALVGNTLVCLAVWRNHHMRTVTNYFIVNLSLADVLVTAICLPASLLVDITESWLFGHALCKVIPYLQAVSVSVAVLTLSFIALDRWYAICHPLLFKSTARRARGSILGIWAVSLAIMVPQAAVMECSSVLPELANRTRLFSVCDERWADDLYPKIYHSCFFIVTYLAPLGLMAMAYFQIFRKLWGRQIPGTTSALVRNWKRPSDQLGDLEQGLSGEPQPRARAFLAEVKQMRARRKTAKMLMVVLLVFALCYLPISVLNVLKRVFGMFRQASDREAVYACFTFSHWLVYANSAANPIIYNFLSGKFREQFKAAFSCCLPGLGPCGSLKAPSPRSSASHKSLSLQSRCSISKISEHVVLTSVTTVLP
STK33 inh = human STK33 kinase inhibition; Q9BYT3; purified STK33, MBP phosphorylation, ADP-Glo luminescence; inhibition, % at 10 µM; 320,000 compounds, 0.073% hits;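 active = inhibition at or above 25%, using the most active replicate where run in duplicate; inactive = inhibition below 25%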
Target sequence (Q9BYT3 whole entry, looked up): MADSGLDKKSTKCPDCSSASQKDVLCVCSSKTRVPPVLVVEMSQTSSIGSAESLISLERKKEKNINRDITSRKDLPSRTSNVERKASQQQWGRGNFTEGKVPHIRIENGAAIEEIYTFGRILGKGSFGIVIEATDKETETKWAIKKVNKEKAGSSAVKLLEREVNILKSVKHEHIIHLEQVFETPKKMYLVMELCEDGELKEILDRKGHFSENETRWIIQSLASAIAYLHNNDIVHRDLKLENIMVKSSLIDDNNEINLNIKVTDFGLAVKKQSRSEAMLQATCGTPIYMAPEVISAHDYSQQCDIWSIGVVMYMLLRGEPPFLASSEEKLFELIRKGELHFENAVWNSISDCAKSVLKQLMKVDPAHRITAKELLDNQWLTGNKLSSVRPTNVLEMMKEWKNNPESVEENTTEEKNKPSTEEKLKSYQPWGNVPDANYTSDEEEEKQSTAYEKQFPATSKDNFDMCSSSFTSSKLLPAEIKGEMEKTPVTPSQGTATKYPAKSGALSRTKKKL
OX1R antag-2 = antagonists of human orexin 1 receptor (OX1R); OX1R-expressing cells, FRET antagonist read-out; inhibition, % at 6.6 µM; 330,000 compounds, 1.8% hits; AID 485270; in the data active = inhibition mostly above about 38%, no sharp cut-off; inactive = mostly below about 40%;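 note: 0% = agonist challenge alone and 100% = reference antagonist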
The depositor's hits bear a star; · = not tested or not shown.

The first four entries (preview)
SMILES	OX1R antag-1	STK33 inh	OX1R antag-2
Cc1c(C(C)(C(=O)O)c2c(C)n(C)c3ccccc23)c2ccccc2n1C	-10	-2.1	27
COc1ccc(/C(O)=C(\C#N)c2nc3ccccc3n2C)cc1OC	-27	1.1	15
COC(=O)C(CC(=O)c1ccc(C)cc1)n1cccn1 (stereo not given)	-15	-0.4	5
CC(=O)Nc1cccc(NC(=O)CCn2c(=O)sc3ccccc32)c1	-19	-1.4	4

This part in full, from the start:
SMILES	OX1R antag-1	STK33 inh	OX1R antag-2
Cc1c(C(C)(C(=O)O)c2c(C)n(C)c3ccccc23)c2ccccc2n1C	-10	-2.1	27
COc1ccc(/C(O)=C(\C#N)c2nc3ccccc3n2C)cc1OC	-27	1.1	15
COC(=O)C(CC(=O)c1ccc(C)cc1)n1cccn1 (stereo not given)	-15	-0.4	5
CC(=O)Nc1cccc(NC(=O)CCn2c(=O)sc3ccccc32)c1	-19	-1.4	4
Cc1ccc(-c2csc3nc4ccc(C(=O)NCCO)cc4c(=O)n23)cc1	-21	-2.2	12
CCc1cc(C(=O)N(C)CC(=O)Nc2c(Cl)cccc2Cl)sc1C	18	1.8	21
Cc1ccc(-c2nnc(COC(=O)c3cc(=O)[nH]c4ccccc34)o2)cc1	-29	-1.3	33
Cc1ccc(S(=O)(=O)N2CCC(C(=O)N3CCC(C(=O)NCC4CCCO4)CC3)CC2)cc1 (stereo not given)	0	-0.6	-1
OC[C@@H]1[C@@H](c2ccccc2)C(c2ccccc2)=NN1c1ccccc1	7	·	7
CCc1ccc(CCC(=O)Nc2nc(CC(C)=O)ns2)o1	-8	-0.6	3
COC(=O)[C@H](CCSC)NC(=O)Cn1cnc2c(SC)nc(N)nc21	20	0.6	7
CC1(C)C=Cc2c(c3c(c4c(=O)c(-c5ccc(O)cc5)coc24)OC(C)(C)CC3)O1	-7	-0.4	8
O=C(C1CCCN(CCCc2ccccc2)C1)N1CCCCCC1 (stereo not given)	-28	-1.1	8
CN(CC(=O)NNC(=O)CCNS(=O)(=O)c1ccccc1)S(=O)(=O)c1ccc(Cl)cc1	-21	-0.1	15
COc1ccc(CNC(=O)C(C)Cc2ccccc2)cc1O (stereo not given)	-2	-0.3	3
CCOCCCNC(=O)C(NC(=O)c1ccc(NC(C)=O)cc1)c1ccc(C)cc1 (stereo not given)	-1	-1.0	11
NC(=O)c1ccc(NC(=O)COC(=O)C2CC3C=CC2C3)cc1 (stereo not given)	5	-1.5	4
Nc1c(C(=O)Nc2ccc(Br)cc2)sc2nc(-c3ccco3)ccc12	2	-0.7	8
O=C(Cn1c(=O)oc2ccccc21)NCCc1ccccc1Cl	-4	-1.3	23
Cc1cc(C)cc(NC(=S)N2CCN(S(C)(=O)=O)CC2)c1	6	-2.0	-7
COc1ccc(C2(C)NC(=O)N(CC(=O)Nc3c(C)n(C)n(-c4ccccc4)c3=O)C2=O)cc1 (stereo not given)	-1	-1.3	8
O=C(CN(Cc1ccccc1)C(=O)c1cc2c(s1)CCC2)NCc1cccs1	-40	-1.9	22
CSCC[C@H](NC(=O)N1CCn2c1nc1ccccc12)C(=O)NCc1ccccc1	-17	-0.5	6
COc1ccc(OCCOCCN2CCN(C)CC2)cc1	-14	-0.4	2
O=C(N/N=C/c1ccc2c(c1)OCO2)c1ccc(COc2cccc3cccnc23)cc1	-22	-3.3	29
COc1ccc(NC(=O)CSc2nc(N)c(NC(=O)c3cccs3)c(=O)[nH]2)cc1	7	-0.2	3
O=C(NCCc1ccccc1)c1ccc2c(c1)OCO2	-3	1.0	10
OCCC1CN(Cc2ccc3cccc(F)c3n2)CCN1Cc1ccccc1 (stereo not given)	-18	-1.3	-1
O=C(N/N=C/c1ccc(O)c(O)c1)C1CC1	-1	0.1	12
O=c1cnnc(Nc2ccc(Nc3ccccc3)cc2)[nH]1	-10	0.5	16
Cc1nc2c(C)cccc2cc1C(=O)N/N=C/c1ccc(O)cc1	0	-1.7	9
O=C(CCc1nc(-c2ccccc2)no1)NCCc1ccccc1	-13	1.1	18
CCN(CC)CCn1nc(C)nc1-c1ccccc1O	-7	-2.1	5
COc1ccc(-c2noc(=O)n2Cc2cc(C)ccc2C)cc1	-26	-0.9	31
O=C1c2cccc3cccc(c23)C(=O)N1CCN1CCN(C(=S)Nc2ccc(Cl)cc2)CC1	-7	-2.7	24
CC(C)(O)C#Cc1ccc(CN2CCN(C3CCCCC3)C(CCO)C2)s1 (stereo not given)	0	-0.7	10
COc1ccc(CNS(=O)(=O)CCNC(=O)c2ccc(OC)cc2)cc1	-16	-0.9	10
COc1ccc(Cl)cc1NC(=O)CN1CCN(S(=O)(=O)N2CCOCC2)CC1	-15	0.4	11
CCN1CC2=C(OC(N)=C(C#N)C2c2ccccc2)/C(=C\c2ccccc2)C1 (stereo not given)	-26	-1.3	36
N#C/C(=C\c1coc2ccc(O)cc2c1=O)C(=O)Nc1nc2ccccc2s1	81*	-0.1	65*
COc1ccc(CCNC(=O)C(=O)NCC2CCCO2)cc1 (stereo not given)	-10	-2.9	6
O=C1CC(NS(=O)(=O)c2cccnc2)CN1c1ccccc1 (stereo not given)	-10	-2.1	9
CCCCN(C(=S)Nc1cccc(SC)c1)C1CCN(C(C)=O)CC1	-11	-0.3	17
CCOC(=O)N1CCN(C(=O)/C=C/c2cccc([N+](=O)[O-])c2)CC1	-25	0.4	29
C=CCNC(=S)Nc1ccc(OC(F)F)c(Cl)c1	21	0.2	15
Cc1ccc(NCc2ccccc2O)cc1C	-12	1.0	4
CCOC(=O)c1cccc(NC(=O)C(C)N2C(=O)c3ccccc3C2=O)c1 (stereo not given)	-11	-1.9	9
Cn1c(=O)c(=O)n(C)c2cc(S(=O)(=O)N3CCOc4ccccc43)ccc21	7	0.0	13
Cn1c(SCc2ccon2)nc2ccccc2c1=O	-1	0.5	21
Cc1ccccc1NC(=O)C(Cl)=C(Cl)Cl	1	-0.6	19
COc1cc2c(cc1OC)C(C)N(C(=O)c1cc(C)on1)CC2 (stereo not given)	-3	-1.4	6
COc1ccc(CNC(=O)C(C)NS(=O)(=O)c2ccc(C)cc2)cc1 (stereo not given)	-31	·	19
C=CS(=O)(=O)c1ccc(Oc2ccc(S(=O)(=O)C=C)cc2)cc1	5	2.6	21
CCNC(=S)N1CCc2cc(OC)c(OC)cc2C1COc1ccc(OC)cc1 (stereo not given)	-18	-0.8	4
COc1ccc(S(=O)(=O)N2CCOC2CNC(=O)C(=O)NCCCN2CCOCC2)cc1 (stereo not given)	-6	-0.9	5
C=CCn1c(=O)c2ccccc2n2c(SCC(=O)NC)nnc12	-25	-2.2	0
COc1ccc(-c2cc(CNS(=O)(=O)c3cc(OC)ccc3OC)on2)cc1	-11	-1.1	0
CCOC(=S)SCC(=O)Nc1nc(-c2ccccc2)cs1	-8	-1.5	17
COc1ccc(/C=N/n2c(N)nc3ccccc32)cc1OC	-43	11	23
CC(C)(C)c1cc(NS(=O)(=O)c2cccs2)no1	-7	-0.2	18

In a second layout: three of the compounds above.
> CCOC(=S)SCC(=O)Nc1nc(-c2ccccc2)cs1
  OX1R antag-1: -8	STK33 inh: -1.5	OX1R antag-2: 17

> COc1ccc(/C=N/n2c(N)nc3ccccc32)cc1OC
  OX1R antag-1: -43	STK33 inh: 11	OX1R antag-2: 23

> CC(C)(C)c1cc(NS(=O)(=O)c2cccs2)no1
  OX1R antag-1: -7	STK33 inh: -0.2	OX1R antag-2: 18

(more compounds)
SMILES	OX1R antag-1	STK33 inh	OX1R antag-2
Cc1cccc(OCC(=O)O/N=C(\N)Cc2cccs2)c1	-5	-0.6	8
COCCC(=O)N1CCC(Oc2ccc(C(=O)N3C[C@@H]4CCC[C@H]3C4)cc2)CC1	-47	2.2	-1
Cn1cccc1CNCC(O)c1ccccc1 (stereo not given)	-20	-0.7	14
CS(=O)(=O)c1ccc(Cl)c(NC(=O)Cc2ccsc2)c1	-18	-0.4	20
O=S(=O)(/N=C(\Sc1ccccc1)c1ccccc1)c1ccc(Cl)cc1	13	0.6	22
O=C(COc1ccc(Cl)cc1)N1CCCCC1	-11	-1.1	1
O=C(Nc1ncn[nH]1)c1ccccc1Br	15	1.0	5
Cc1c(-c2nc(-c3ccc(C(F)(F)F)cc3)no2)n(C)oc1=O	-25	-0.3	16
Cc1ccc(/C=N/NC(=O)c2c(-c3ccccc3)noc2C)c(O)c1	-17	-1.2	25
CC1=C(C(=O)NC2CC(C)(C)Cc3c2cnn3-c2cccc(F)c2)OCCO1 (stereo not given)	-12	-0.2	3
Cc1ccc(Cl)cc1NC(=S)N(CCN(C)C)Cc1cccs1	-15	-0.6	32
O=C1CC(c2ccc(Cl)cc2)n2nc(NS(=O)(=O)c3ccc(F)cc3)nc2N1 (stereo not given)	-4	0.9	8
CCCc1nn(-c2ccccc2)c2c1C(c1cccs1)C(C#N)=C(N)O2 (stereo not given)	-23	-0.3	9
O=C(N/N=C/c1cccc(OC(=O)N2CCOCC2)c1)c1cccs1	1	-0.3	22
CCOC(=O)c1c(C)[nH]c(C)c1C(=O)COc1ncnc2ccccc12	-12	-2.2	40
CCOCCn1c(CN2CCN(C(c3ccccc3)c3ccccc3)CC2)nc2c1c(=O)n(C)c(=O)n2C	-22	0.2	2
S=C(NCC1CCCO1)Nc1ccc(Nc2ccccc2)cc1 (stereo not given)	-17	0.1	4
CN1CCN(CCC(=O)Nc2cccc(Br)c2)CC1	-4	-1.0	4
CCOc1ccccc1CN1CCN(Cc2[nH]c3ccccc3c2C)CC1CCO (stereo not given)	-22	-0.7	13
CCC(C)(CC(=O)O)CC(=O)Nc1cc(C(F)(F)F)cc(C(F)(F)F)c1 (stereo not given)	-3	-1.5	18
COc1cccc(C(=O)COC(=O)COc2c(C)cc(C)cc2C)c1	-9	-0.3	2
Nc1nc(SCC(=O)c2cc3ccccc3o2)n[nH]1	0	-3.0	10
CCn1c2ccccc2c2cc(/C=N/n3cn[nH]c3=S)ccc21	-23	-0.4	6
COc1ccc(N(C(=O)COc2cccc(C)c2)S(=O)(=O)c2ccc(C)cc2)cc1	-25	-0.1	26
CCOC(=O)N1CCC(NC(=O)Cn2cccc2C(=O)c2ccccc2C)CC1	-18	-0.8	1
Cc1cc(SCc2ccc([N+](=O)[O-])cc2)nc(=O)[nH]1	10	-1.9	17
CCc1ccc(S(=O)(=O)N(C(=O)c2ccncc2)c2ccc(OC(=O)c3ccncc3)cc2)cc1	-7	-4.8	18
CC(c1ccccc1)N1CCn2c(nc3cc(NC(=O)NC4CCCCC4)ccc32)C1 (stereo not given)	-25	0.3	13
Cc1ccc(S(N)(=O)=O)cc1NC(=O)/C=C/c1ccc2c(c1)OCO2	-4	0.2	18
CCOC(=O)C1=C(COC(=O)/C=C/c2ccc(Cl)cc2)NC(=O)NC1C (stereo not given)	-18	-0.8	8
Cc1ccc(NC(=O)CCNC(=O)c2ccc(Br)cc2)nc1	-31	-1.3	-1
CN1C(=O)C(O)(CC(=O)/C=C\c2ccc3c(c2)OCO3)c2ccccc21 (stereo not given)	-3	-0.3	29
C(=N\N1CCN(c2ccccn2)CC1)/c1ccco1	-12	0.1	26
O=C(CCS(=O)(=O)c1cccc2nonc12)N1CCN(c2ccc(F)cc2)CC1	-10	0.2	97*
N/C(=N\OC(=O)CSc1ccccc1)c1ccc([N+](=O)[O-])cc1	-1	0.2	20
O=C(O)/C(=C\c1c(C(=O)O)[nH]c2cc(Cl)cc(Cl)c12)c1ccccc1	-6	0.5	18
CC[n+]1c(C)n(C)c2cc(S(=O)(=O)N(C)C)ccc21	1	-2.8	8
O=C(NCCc1ccncc1)C(F)(F)F	13	-1.5	11
O=C(CCCOc1ccccc1)Nc1ccncc1	5	-1.3	10
C/C(=N\Nc1nc(C)cc(-c2ccccc2)n1)c1ccc(O)cc1	-8	1.4	22
COc1ccc(C(=O)Cc2cc3ccccc3oc2=O)cc1	-20	-1.5	-1
COc1ccc(CN2CCOCCOCCN(Cc3ccc(OC)cc3)CCOCCOCC2)cc1	-17	-1.0	6
COCCn1cc(C(=S)N2CCOCC2)c2ccccc21	-10	-1.4	8
Cc1ccc(NC(=O)CN(C)CC(=O)Nc2ccc(N3CCOCC3)cc2)c(C)c1	-24	-2.7	9
CCOc1cc(C(=O)N[C@@H](C)C(=O)N2CCC3(CC2)NCCc2[nH]cnc23)cc(OCC)c1OCC	-5	-1.1	0
CN(C)CCNC(=O)/C(=C/c1ccc(-c2cccc([N+](=O)[O-])c2)o1)NC(=O)c1ccccc1	-31	-0.7	48
CC(=O)c1cccc(NC(=O)C2C3C=CC(C4CC34)C2C(=O)O)c1 (stereo not given)	-13	-0.2	3
Cc1cc(=O)[nH]c(Nc2cccc(Cl)c2C)n1	-5	-0.5	8
COC(=O)c1sc(N2CCN(Cc3ccccc3)CC2)nc1N	18	0.0	6
O=C(NCc1ccco1)c1ccc(NC(=O)C2COc3ccccc3O2)cc1 (stereo not given)	-5	-0.2	8
CC(=O)Nc1ccc(NC=C(C#N)C#N)cc1	5	-1.7	18

This is a random part of the collection; about 2.2% have a hit in one of these screens.
